Source: PubChem
GSK3A inh: blockers of GSK3A enzyme activity – biochemical, luminescence, cell-free homogeneous, HTS, primary screen; Glycogen synthase kinase-3 alpha (Homo sapiens), P49840; GSK-3 alpha kinase, ADP-Glo luminescence, 60 min; hit rate 0.1% among 320,000; inhibition, % at 10 µM; AID 2650, 2010;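 in the data active = inhibition above about 50%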;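 also: GST-tagged GSK-3 alpha with peptide substrate and 25 µM ATP; 0% = DMSO neutral wells and 100% = GW8510 positive control wells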
Target sequence (P49840 whole entry, looked up): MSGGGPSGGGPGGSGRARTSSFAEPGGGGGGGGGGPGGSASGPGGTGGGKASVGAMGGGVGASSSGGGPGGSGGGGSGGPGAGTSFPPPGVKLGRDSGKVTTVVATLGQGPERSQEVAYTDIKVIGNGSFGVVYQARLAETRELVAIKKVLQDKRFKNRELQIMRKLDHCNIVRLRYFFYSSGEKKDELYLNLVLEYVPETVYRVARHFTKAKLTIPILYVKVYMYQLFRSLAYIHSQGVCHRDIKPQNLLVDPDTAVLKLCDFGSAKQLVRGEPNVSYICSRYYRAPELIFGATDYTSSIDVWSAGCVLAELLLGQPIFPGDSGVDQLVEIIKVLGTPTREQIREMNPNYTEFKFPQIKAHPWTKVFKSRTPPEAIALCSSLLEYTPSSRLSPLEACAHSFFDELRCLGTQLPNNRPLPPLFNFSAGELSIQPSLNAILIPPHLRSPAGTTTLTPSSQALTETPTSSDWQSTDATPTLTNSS
HSF-1 act: HSF-1 activators, primary screen, NIH3T3-HGL cells, MG132 stress, luminescence, single point; NIH3T3-HGL HSF-1 luciferase reporter, 8 h; 100% = twice DMSO control signal; activation, % at 9 µM; hit rate 1.7% among 300,000; AID 504408, 2011;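 active = mean replicate activation of at least 50% with a set share of replicates each reaching 50%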;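 also: 0% = median of the neutral control wells and 100% = twice that signal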
AI-2 QS mod: Vibrio harveyi AI-2 quorum sensing modulators, primary screen, JMH597 strain, luminescence/OD600 ratio; Vibrio harveyi JMH597 AI-2 luminescence/OD600 ratio, 9 h; stronger effect = lower value; strain lacks LuxN and CqsS sensors; 0 = neutral-control median; activity change, % at 7.5 µM; hit rate 0.4% among 300,000; AID 2094, 2009; in the data active = activity change below about -75%, passing the limit was not always enough;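 also: luminescence divided by OD600 gain over 9 h not by final OD600 alone; inactives centre near 13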
aSyn 5UTR inh: MLPCN primary screen, SNCA 5' untranslated region | alpha-synuclein 5'UTR reporter, inhibitor activity | inhibition, % (tested at 7.5 µM) | hit rate 0.82% among 300,000; in the data active = inhibition above about 60%;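 also: H4 neuroglioblastoma cells stably carrying SNCA 5'UTR luciferase fusion; 0% = DMSO wells and 100% = positive control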
GSK3beta inhib: human GSK3beta kinase inhibitors, primary screen, biochemical, cell-free homogeneous, HTS. Glycogen synthase kinase-3 beta (Homo sapiens), P49841. hit rate 0.038% among 300,000. GST-GSK3beta kinase, ADP-Glo luminescence, 60 min; stronger effect = lower value. activity score (negative = inhibition), % at 10 µM;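 active = more than half of replicate wells score below -50%, meaning over 50% inhibition versus plate controls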;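 also: 0% = median DMSO wells and -100% = median GW8510 positive control wells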
Target sequence (P49841 whole entry, looked up): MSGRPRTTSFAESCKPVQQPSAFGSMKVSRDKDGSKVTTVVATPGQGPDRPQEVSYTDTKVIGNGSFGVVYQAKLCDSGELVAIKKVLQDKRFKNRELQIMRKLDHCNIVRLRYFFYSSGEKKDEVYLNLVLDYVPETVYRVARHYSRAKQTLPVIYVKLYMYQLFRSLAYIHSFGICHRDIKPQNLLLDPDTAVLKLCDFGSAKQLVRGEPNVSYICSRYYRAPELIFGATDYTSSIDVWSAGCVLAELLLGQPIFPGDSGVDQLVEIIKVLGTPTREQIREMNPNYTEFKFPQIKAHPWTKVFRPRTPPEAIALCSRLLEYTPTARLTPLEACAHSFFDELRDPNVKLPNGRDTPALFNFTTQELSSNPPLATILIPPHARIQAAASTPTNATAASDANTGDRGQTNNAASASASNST
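Test system: GST-fused GSK3beta enzyme, cell-free | Quantity: 1.6 ng GST-GSK3beta enzyme per well | Reagent: 25 µM ATP with peptide substrate | Schedule: 60 min enzyme reaction, room temperature | Signal: Luminescent ADP-Glo measurement of ADP formed | Read-out basis: Score relative to plate controls | Control set: DMSO and 20 µM GW8510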
HIF act: HIF pathway transcriptional activators, primary screen, cell-based, U2OS HRE-luciferase, luminescence; activation, % at 7.5 µM (by protocol); U2OS HRE-luciferase reporter; normalized: DMSO 0%, desferrioxamine 100%; AID 1910, 2009; hit rate 0.32% among 300,000;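 active = mean activation of at least 10% of the iron chelator positive control signal, with at least half of replicates also reaching 10%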
IEC-6 tox: cytotoxicity in IEC-6 intestinal epithelial cells, primary screen, cytotoxicity control for KLF5 inhibitor project, cell-based, luminescence | IEC-6 cytotoxicity, luminescence viability | inhibition, % at 5 µM | hit rate 0.78% among 290,000; in the data active = inhibition above about 22%;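 also: 0% = plate median of test compound wells and 100% = cytotoxic reference compound wells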
KLF5 inhibitor: KLF5 expression inhibitors, primary screen, DLD-1 cells, luminescence; DLD-1 KLF5 promoter-luciferase reporter; inhibition, % at 5 µM; hit rate 0.23% among 290,000;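 active = inhibition above a per-plate limit of that plate's mean compound inhibition plus 3 SD, cut at about 60% in these data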;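 also: 0% = DMSO wells and 100% = LY294002 at 200 µM; higher means less KLF5 promoter-driven luciferase light; inactives centre near -14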
HSP90 refold inh: HSP90 inhibitors, primary screen, cell lysate, luminescence; Heat shock protein HSP 90 (rabbit reticulocyte lysate; luciferase refolding); Rabbit reticulocyte lysate, luciferase refolding luminescence, 3 h; inhibition, % at 5.6 µM; hit rate 0.91% among 290,000; AID 1789, 2009;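 active = inhibition above the screen-wide mean plus 3 SD, computed separately per campaign, cut at about 16% in these data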;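 also: 0% = DMSO wells and 100% = 60 µM geldanamycin wells; inhibitors lower the luminescence because luciferase stays unfolded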
HSF1 inh: HSF1 inhibitors in luciferase reporter cells, primary screen, cell-based, NIH3T3, luminescence. NIH3T3-HGL HSE-luciferase, MG132-induced, luminescence 8 h; stronger effect = lower value. activity change, negative = inhibition, % at 7.5 µM (by protocol). hit rate 0.77% among 300,000. AID 2098, 2009;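 active = more than half of replicate wells show activity change below -50%, luminescence cut by over half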;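 also: luciferase reports HSF-1 transcriptional activity via heat shock element; 0% = median of DMSO wells and -100% = zero luminescence signal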
* hit, by the source's call; x = no result given.

Sample of the layout, six compounds:
SMILES	GSK3A inh	HSF-1 act	AI-2 QS mod	aSyn 5UTR inh	GSK3beta inhib	HIF act	IEC-6 tox	KLF5 inhibitor	HSP90 refold inh	HSF1 inh
Cc1nn(Cc2ccccc2)c(C)c1NC(=O)CSc1nc2c(c(C(F)(F)F)n1)CCc1ccccc1-2	2	31	6	31	0	-0.6	0	-2	6	18
O=C(CSc1nnc(CCc2ccccc2)n1-c1ccc(Cl)cc1)NCc1ccccc1	1	6	37	19	1	-3.4	-2	11	2	1
COc1ccc(S(=O)(=O)Nc2cc3c4c(c2)CC(=O)N4CCC3)cc1	-2	-1	-1	8	2	0.8	x	x	x	3
COc1cc2c(cc1OC)C(c1ccccc1O)NCC2 (centres undefined)	-2	6	4	1	2	1.3	-6	-16	2	-1
O=C(Nc1ccc(Cl)c(Cl)c1)Nc1cc(C(=O)NC2CC2)ccc1Cl	-1	2	5	5	1	0.1	-3	-12	-5	-5
Nc1nc(NCc2ccco2)nc(N2CCCCCC2)c1[N+](=O)[O-]	x	-7	6	36	1	-0.1	13	-19	0	7

Main list (from the top)
SMILES	GSK3A inh	HSF-1 act	AI-2 QS mod	aSyn 5UTR inh	GSK3beta inhib	HIF act	IEC-6 tox	KLF5 inhibitor	HSP90 refold inh	HSF1 inh
Cc1nn(Cc2ccccc2)c(C)c1NC(=O)CSc1nc2c(c(C(F)(F)F)n1)CCc1ccccc1-2	2	31	6	31	0	-0.6	0	-2	6	18
O=C(CSc1nnc(CCc2ccccc2)n1-c1ccc(Cl)cc1)NCc1ccccc1	1	6	37	19	1	-3.4	-2	11	2	1
COc1ccc(S(=O)(=O)Nc2cc3c4c(c2)CC(=O)N4CCC3)cc1	-2	-1	-1	8	2	0.8	x	x	x	3
COc1cc2c(cc1OC)C(c1ccccc1O)NCC2 (centres undefined)	-2	6	4	1	2	1.3	-6	-16	2	-1
O=C(Nc1ccc(Cl)c(Cl)c1)Nc1cc(C(=O)NC2CC2)ccc1Cl	-1	2	5	5	1	0.1	-3	-12	-5	-5
Nc1nc(NCc2ccco2)nc(N2CCCCCC2)c1[N+](=O)[O-]	x	-7	6	36	1	-0.1	13	-19	0	7
O=C(NCCN1CCCCC1)c1ccc(=O)oc1	3	-14	16	7	2	0.0	2	-1	-4	8
Nc1nc(-c2ccccn2)nc(N)c1Cc1ccc(Cl)cc1Cl	-3	-21	62	30	-3	15*	2	-6	3	-20
CCOc1cc(-c2noc(CCCC(N)=O)n2)cc(Br)c1OC	-4	-14	22	-6	1	-0.6	4	3	3	0
CCN(CC)c1ccc(NC(=O)c2ccccc2)cc1S(=O)(=O)Nc1ccccc1OC	1	15	35	13	0	-0.2	-4	-37	2	2

Random excerpt: two entries already listed, in no set order.
SMILES	GSK3A inh	HSF-1 act	AI-2 QS mod	aSyn 5UTR inh	GSK3beta inhib	HIF act	IEC-6 tox	KLF5 inhibitor	HSP90 refold inh	HSF1 inh
CCOc1cc(-c2noc(CCCC(N)=O)n2)cc(Br)c1OC	-4	-14	22	-6	1	-0.6	4	3	3	0
CCN(CC)c1ccc(NC(=O)c2ccccc2)cc1S(=O)(=O)Nc1ccccc1OC	1	15	35	13	0	-0.2	-4	-37	2	2

New compounds follow.
SMILES	GSK3A inh	HSF-1 act	AI-2 QS mod	aSyn 5UTR inh	GSK3beta inhib	HIF act	IEC-6 tox	KLF5 inhibitor	HSP90 refold inh	HSF1 inh
COc1ccc(OCc2nnc(SCC(=O)Nc3nnc(C4CC4)s3)n2C)cc1	-1	4	20	13	1	-0.3	4	-17	0	2
Cc1onc(-c2c(Cl)cccc2Cl)c1C(=O)O/N=C(\C#N)c1c(Cl)cccc1Cl	-2	1	2	7	1	-0.2	2	-7	4	-7
COc1ccc(C(=O)Nc2ccc(NC(=O)c3ccccc3F)cn2)cc1	-2	-15	22	-19	2	0.6	-5	-17	-4	7
Clc1ccc(CN2CCC(Cc3ccccc3)CC2)cc1	-2	-6	37	2	10	0.0	2	11	1	-3
CN(Cc1cccs1)C(=O)CSc1nnnn1C	x	2	8	-2	4	-0.2	3	-11	-1	4
CCOC(=O)CN1C(=O)C(=O)c2cc(C)ccc21	1	8	3	-7	-3	0.0	4	-18	-1	2
CCN(CC)C(=O)Cn1cnc2sc(C(=O)N3CCN(c4ccc(F)cc4)CC3)c(C)c2c1=O	-1	-7	-1	-5	0	-0.3	5	-45	6	0
CNS(=O)(=O)c1cc(C(=O)OCC(=O)NC2CCCc3ccccc32)ccc1Cl (centres undefined)	x	5	17	-5	1	-2.6	-4	-29	-1	-8
CCC(C)(C)n1nnnc1C(c1ccc2ncccc2c1)N1CCN(c2ccc(O)cc2)CC1 (centres undefined)	-2	-3	17	20	0	-0.5	-3	-13	1	1
COC(=O)[C@@H]1C[C@]2(Br)c3ccccc3N(S(=O)(=O)c3ccccc3)[C@@H]2N1C(=O)OC	-9	9	29	-13	-2	-1.1	x	x	x	-4
Cc1c(O)c(=O)c2ccccc2n1C	-3	-5	0	-11	-4	0.6	3	-11	-1	-5
CCC(=O)N1CCc2cc(Br)cc(S(=O)(=O)N3CCCC(C(=O)O)C3)c21 (centres undefined)	-3	23	-2	-21	1	-0.1	2	2	3	0
COc1cc(C(=O)NCCC(=O)NCc2c(F)cc(F)cc2F)cc(OC)c1OC	0	-15	-1	-7	6	-0.3	3	-43	2	-3
Cc1c(C(=O)c2ccc(Cl)c(Cl)c2)cnc2cc3c(cc12)OCO3	-2	-5	-20	22	-13	-0.8	-1	-30	2	-13
Cn1c(CC(=O)Nc2ccccc2F)nnc1SCC(=O)NC1CCCC1	-1	-5	15	-2	3	0.4	1	-7	0	-4
Cc1ccc(NC(=O)c2noc3c2CCC3)cc1C	x	26	7	-75	2	0.5	2	-127	2	6
Cc1cc(C)c(C(=O)COc2cccnc2[N+](=O)[O-])cc1C	-3	x	x	x	x	x	-9	5	1	x
CCOC(=O)Cn1c(=N)n(CCOc2ccc(Br)cc2)c2ccccc21	1	x	34	x	-2	x	6	-7	2	x
Cc1nnc(N(Cc2ccco2)C(=O)c2ccno2)s1	1	-6	28	-9	-1	0.7	-2	-5	-3	2
Clc1ccc(-c2cn3cccnc3n2)cc1	-1	49	5	-132	3	2.5	4	-62	4	13
Cc1oc2c(c(C)cc3oc(=O)c(CC(=O)NCC(=O)NCC(=O)O)c(C)c32)c1C	-2	-11	10	-11	12	1.3	4	-9	0	-10
COc1cc(C(=O)Oc2cc(N)n(S(=O)(=O)c3ccc(F)cc3)n2)cc(OC)c1OC	0	14	40	23	-6	-0.1	5	3	0	8
CC(C)c1cc(C(=O)N/N=C/c2ccco2)n[nH]1	2	22	48	-74	3	1.1	-5	-34	-2	6
CC(CN(C)Cc1ccccc1)OC(=O)c1ccc(F)cc1 (centres undefined)	-2	17	7	14	5	0.0	1	-5	-2	-2
CCOc1ccc2nc(NCCCNC(=O)c3cc(OC)c(OC)c(OC)c3)c(C#N)cc2c1	-2	-1	21	11	-2	-0.4	-1	-28	14	-1
CC(C)NC(=O)Cn1c(SCC(=O)NC2CCCC2)nc2ccccc21	1	-17	18	0	-5	-1.6	-1	-18	-1	-3
Cc1ccc(/C=N/n2cnc3sc4c(c3c2=O)CCCC4)o1	1	31	28	-30	2	x	0	-35	-3	2
Cc1cc(NC(=O)CSCC(=O)Nc2ccccc2OC(F)F)no1	0	-3	15	-8	1	0.0	x	x	x	5
CCOC(=O)c1sc(NS(=O)(=O)c2ccc(NC(C)=O)cc2)nc1C	-3	-7	10	-12	2	x	2	-10	-2	-8
O=C(O)C1=C[C@H](c2ccc3c(c2)OCO3)C[C@H](OCc2ccc(CO)cc2)O1	0	2	13	1	3	0.0	x	x	x	-5
COc1ccc(C(=O)Nc2cc3c4c(c2)CC(=O)N4CCC3)c(OC)c1	-4	27	18	-90	-1	2.6	x	x	x	17
O=C(Nc1ccccc1C(=O)Nc1ccccc1)c1ccccc1Br	0	9	2	10	1	-1.4	x	x	x	-1
O=C(O)c1cc(-c2ccc(/C=c3\sc4nc5ccc(Br)cc5n4c3=O)o2)ccc1Cl	-1	9	17	-20	1	-0.8	-6	-4	5	2
O=C(NCc1ccco1)C1CCN(S(=O)(=O)c2cccc3cccnc23)CC1	-1	2	18	14	2	x	x	x	x	-4
O=C(Nc1ccccn1)c1cc(-c2cccc(Cl)c2)nc2ccccc12	-1	18	-6	39	1	-0.1	6	-21	9	2
Oc1c(Br)cc(Br)cc1C=Nc1cccnc1	2	-3	15	11	2	-0.3	0	-9	13	0
Cc1ccc(Nc2nnc(SCC(=O)Nc3cccc(S(=O)(=O)N4CCCCC4)c3)s2)cc1	-4	29	-8	-119	-2	0.4	-3	-24	1	25
CC(=O)N1CCC(c2c[nH]c3ccccc23)CC1	-6	0	20	4	-1	-0.6	-1	-11	0	4
Cc1noc(C)c1S(=O)(=O)N1CCC(C(=O)N2CCN(Cc3ccc4c(c3)OCO4)CC2)CC1	-2	0	21	23	-6	-0.6	-12	-41	-2	10
CN(c1ccccc1)c1nc(N)c([N+](=O)[O-])c(NCCO)n1	3	-13	21	24	1	0.1	-6	-5	-2	-8
C/C(=N\OCC(=O)Nc1nc2ccccc2s1)c1ccccc1	-2	29	1	16	-4	0.4	0	5	0	5
CC(C)(C)OC(=O)N1CCOCCOCCNCCOCCOCC1	-4	-4	10	-8	4	0.1	-2	-37	2	-6
COC(=O)C1=C(C(=O)OC)[C@@H]2Nc3ccccc3[C@@]23C[C@@H](C(=O)OC)N(C(=O)NC2CCCCC2)C3=N1	-1	2	2	32	-1	-0.2	x	x	x	1
CN(C)C(/C=C/Nc1ccc(Br)cc1)=C(C#N)C#N	1	2	20	5	1	1.2	-2	-19	4	0
O=C(NC(NCc1ccccc1)C(Cl)(Cl)Cl)c1cccnc1 (centres undefined)	-1	-6	18	-14	1	-0.3	-8	-17	-4	0
CC(On1nnc2ccc(S(=O)(=O)N3CCOCC3)cc21)C(=O)Nc1ccccc1F (centres undefined)	-1	3	18	2	1	-0.4	x	x	x	-2
